# Source: PubChem (National Center for Advancing Translational Sciences (NCATS))
# D1 ag = Allosteric Agonists of the Human D1 Dopamine Receptor: qHTS; D(1A) dopamine receptor (Homo sapiens), P21728; HEK293 T-REx D1 cells, calcium flux, agonist mode; activation, % at 2 µM; 360,000 tested, 1% active; in the data active means activation above about 30%; further: 0% is about no effect
# Target sequence (P21728 whole entry, looked up): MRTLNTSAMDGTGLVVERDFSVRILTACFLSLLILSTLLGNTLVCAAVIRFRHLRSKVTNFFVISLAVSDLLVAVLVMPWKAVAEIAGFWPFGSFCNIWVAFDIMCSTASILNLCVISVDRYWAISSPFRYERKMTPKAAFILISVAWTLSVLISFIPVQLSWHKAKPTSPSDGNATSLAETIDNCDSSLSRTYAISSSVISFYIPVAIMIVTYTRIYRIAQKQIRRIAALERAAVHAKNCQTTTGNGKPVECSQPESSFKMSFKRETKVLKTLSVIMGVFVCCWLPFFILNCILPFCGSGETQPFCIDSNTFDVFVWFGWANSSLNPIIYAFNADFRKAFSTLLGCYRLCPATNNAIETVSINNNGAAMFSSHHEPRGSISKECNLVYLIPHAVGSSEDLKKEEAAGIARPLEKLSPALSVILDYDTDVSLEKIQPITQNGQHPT
#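 Agonism was scored from calcium flux recorded over 180 s (1 read/s) after pintool compound addition, following a 10-cycle baseline. Cells were inducible force-coupled HEK293 TREx D1, plated overnight at 30 C and loaded with no-wash calcium dye.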
# D1 antagonist = Antagonist of Human D 1 Dopamine Receptor: qHTS. AID 504652, 2011. HEK293 TREx D1 cells, calcium flux, dopamine EC80; hits give low values. D(1A) dopamine receptor (Homo sapiens), P21728. 360,000 tested, 3.2% active. activity change, negative = inhibition, % at 10 µM; in the data active means activity change below about -30%; further: on the % scale 0 is the no-effect control and ±100 the full control effect
#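 Tetracycline-induced HEK293 Trex D1 cells, force-coupled to calcium, dye-loaded; compounds added and read 180 s, then EC80 dopamine added and calcium flux tracked kinetically another 180 s.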
# RXFP1 antagonist = qHTS Assay for Antagonists of the Relaxin Receptor RXFP1 | 350,000 tested, 0.59% active | Relaxin receptor 1 (Homo sapiens), Q9HBX9 | HEK293-RXFP1, relaxin-stimulated cAMP HTRF, 30 min; hits give low values | activity change, negative = inhibition, % at 57.5 µM | AID 1259400, 2018;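 active means activity change of -60% or lower, but not beyond a set lower limit; inconclusive means change between -60% and -40%, or beyond the set limit; inactive means change above -40%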; further: on the % scale 0 is the no-effect control and ±100 the full control effect
# TRHR enhancer = qHTS for Small Molecule Agonists and Allosteric Enhancers of Human TRH Receptor: Primary Screen for Enhancers; enhancement, % at 2 µM; AID 493056, 2011; TRHR cells, fluo-8 calcium fluorescence, EC20 TRH enhancement; 360,000 tested, 0.66% active; in the data active means enhancement above about 30%; further: 0% is about no effect
#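 Enhancer read-out: after compound pinning and an initial kinetic agonist-mode read, an EC20 of TRH (10 nM final) was injected and fluo-8 calcium signal (Ex 480/Em 530) followed at 1 s/cycle for 100 cycles in TRHR-expressing cells.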
# D2 ag = HTS Assay for Allosteric Agonists of the Human D2 Dopamine Receptor: Primary Screen for Agonists. HEK293 T-REx D2 cells, calcium flux agonist mode. activation, % at 2 µM. 340,000 tested, 0.53% active. D(2) dopamine receptor (Homo sapiens), P14416. AID 485358, 2010;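 active means activation over 3 SD above normal in the single-dose calcium agonist read, cut at about 30% in these data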; further: 0% is about no effect
# Target sequence (P14416 whole entry, looked up): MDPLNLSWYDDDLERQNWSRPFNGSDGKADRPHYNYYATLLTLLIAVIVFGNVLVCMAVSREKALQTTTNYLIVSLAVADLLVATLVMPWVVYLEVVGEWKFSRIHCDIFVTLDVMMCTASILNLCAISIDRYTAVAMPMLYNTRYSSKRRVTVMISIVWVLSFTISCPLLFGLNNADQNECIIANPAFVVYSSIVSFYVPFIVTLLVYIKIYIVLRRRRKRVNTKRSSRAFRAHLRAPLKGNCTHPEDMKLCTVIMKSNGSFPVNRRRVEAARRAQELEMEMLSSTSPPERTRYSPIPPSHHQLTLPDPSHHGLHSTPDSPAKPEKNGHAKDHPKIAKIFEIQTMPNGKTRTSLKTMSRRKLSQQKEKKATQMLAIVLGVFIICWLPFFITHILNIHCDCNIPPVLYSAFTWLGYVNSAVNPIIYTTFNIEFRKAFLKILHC
#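 Calcium-flux readout, 1 cycle/sec over 180 s following compound pin transfer, in inducible HEK293 Trex D2 cells (force-coupled); dopamine controls included. Positive calcium responses during this window marked compounds as potential agonists.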
# D2 PAM = HTS Assay for Positive Allosteric Modulators of the Human D2 Dopamine Receptor: Primary Screen for Potentiators; D(2) dopamine receptor (Homo sapiens), P14416; HEK293 T-REx D2, calcium flux, EC20 dopamine potentiation; potentiation, % at 10 µM; 340,000 tested, 0.34% active; AID 485347, 2010;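 active means potentiation over 3 SD above the plate norm, cut at about 30% in these data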; further: 0% is about no effect
#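 Primary screen. Calcium kinetics in induced HEK293 T-REx D2 cells: compound pre-addition 180 s, EC20 dopamine, 180 s more.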
# D1 potentiator = Potentiators of Human D1 Dopamine Receptor: qHTS. D(1A) dopamine receptor (Homo sapiens), P21728. HEK293 TREx D1 cells, calcium flux, dopamine EC20 potentiation. potentiation, % at 10 µM. 360,000 tested, 0.036% active. AID 504651, 2011; in the data active means potentiation above about 30%; further: 0% is about no effect
# D2 antagonist = HTS Assay for Allosteric Antagonists of the Human D2 Dopamine Receptor: Primary Screen for Antagonists; inhibition, % at 10 µM; 340,000 tested, 2% active; HEK293 TREx D2 cells, calcium flux, dopamine EC80; in the data active means inhibition above about 30%; further: 0% is about no effect
#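 Tetracycline-induced HEK293 T-REx cells expressing D2 force-coupled to calcium signalling were dye-loaded, exposed to compound for 180 s, then challenged with an EC80 of dopamine; calcium flux was followed kinetically for a further 180 s.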
# RXFP1 agonist = qHTS Assay for Agonists of the Relaxin Receptor RXFP1; Relaxin receptor 1 (Homo sapiens), Q9HBX9; HEK293T-RXFP1 cAMP TR-FRET, 30 min; response scale: percent of porcine relaxin response, buffer zero; Potency, µM (doses to about 57.5 µM), for inactives: at the highest dose activation, hits mostly activators; 370,000 tested, 0.3% active; AID 2676, 2010; active means well fitted activation curve with a large enough effect; inconclusive means small, poorly fitted or top-dose-only effect; further: potency means the concentration at half of the fitted maximal effect; on the % scale 0 is the no-effect control and ±100 the full control effect; nearly all actives have a fitted effect of over 60% in size; many of its hits are not listed in these tables
#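 cAMP rise read by TR-FRET after 30 min, 37C compound exposure (up to 58 uM) in RXFP1-transfected HEK293 cells with Ro 20174 present. EC50 from Hill-equation fits, with 29 nM porcine relaxin as 100% and buffer as basal.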
# An asterisk follows results filed as active; ? = inconclusive; . = not tested or not shown. Not all compounds are listed (hit frequency here may not be typical).
SMILES,D1 ag,D1 antagonist,RXFP1 antagonist,TRHR enhancer,D2 ag,D2 PAM,D1 potentiator,D2 antagonist,RXFP1 agonist
CCc1ccc(-n2nnc(-c3nc(-c4ccc(C)cc4)no3)c2N)cc1,0,-3,1,2,0.2,-4,-4,.,0.1%
COc1ccc(Nc2cc(C(=O)NCCCN(C)Cc3ccccc3)c3ccccc3n2)cc1,43*,-46*,-11,4,0.7,12,-4,.,-1.2%
CN(CC(=O)Nc1ccccc1Br)C(=O)c1sccc1-c1ccccc1,9,-10,3,-1,0.6,-1,4,3,-2.2%
Cc1cc(=O)oc2cc(OCC3CC(c4ccc(N(C)C)cc4)=NO3)ccc12 (stereo not drawn),1,-6,-9,0,-0.3,4,0,9,12%
CC(C)n1c(SCC(=O)Nc2ccc3c(c2)OCO3)nc2c1c(=O)n(C)c(=O)n2C,0,-1,-6,2,-2.2,7,-1,0,7.0%
COc1ccccc1CC(=O)Nc1cccc2c1CCCC2,2,-3,-6,2,-0.1,-9,5,-9,1.0%
O=C(NC1CCCC1)C(c1cccnc1)N(Cc1ccc(F)cc1)C(=O)c1csnn1 (stereo not drawn),4,-12,-20,-1,.,2,.,.,2.5%
Cc1c(CCO)c(=O)n(-c2ccccc2)n1S(=O)(=O)c1ccc([N+](=O)[O-])cc1,2,-11,-3,2,0.2,-1,0,-21,3.6%
CN(C(=O)CCNC(=O)N1CC(=O)Nc2ccccc21)C1CCCCC1,1,2,5,2,-1.1,-6,1,-40,0.2%
COc1ccc(C(=O)NCC(=O)N2CCN(C(=O)c3ccco3)CC2)cc1OC,1,14,-8,12,0.2,0,2,8,-0.5%
Cc1cc(C(=O)OCC(=O)Nc2cccnc2Cl)c2ccccc2n1,4,11,0,-1,-1.0,12,14,-6,-2.8%
CC(/C=C/c1ccccc1)=N/NC(=O)Cn1nnc(N)n1,1,1,-6,0,0.2,-23,12,-1,-3.8%
CCOC(=O)C1=C(c2ccccc2)N=c2s/c(=C\c3cccc(O)c3)c(=O)n2C1c1cccs1 (stereo not drawn),8,-20,-15,11,1.1,-18,-1,-12,-0.5%
CC(C)CNC(=O)COCc1cc(-c2ccc3c(c2)OCO3)on1,3,-1,-7,1,-0.2,-3,-2,22,0.1%
CCc1ccc[n+](-c2[nH]c(=O)sc2/C=N/N=C(\[O-])CCn2c3ccccc3c3ccccc32)c1,3,-2,-21,-1,0.2,6,2,9,1.4%
CC(C)(CSc1ncccn1)NS(=O)(=O)c1ccccc1,1,-4,7,-3,-0.2,-1,1,-12,1.2%
Cc1nn(Cc2c(F)c(F)c(F)c(F)c2F)c(C)c1NC(=O)c1c([N+](=O)[O-])cnn1C,6,-2,0,4,-0.4,-2,-4,12,2.3%
CCC(=O)Nc1ccc2c(c1)nc(CN1CCCCC1)n2C,1,-18,3,-4,0.5,-13,2,20,-1.8%
CCCCOc1ccc(C2CC(=O)NC2=O)cc1 (stereo not drawn),1,-16,-13,-5,-0.3,-6,-2,-14,0.1%
C/C(CC(=O)Nc1ccc2c(c1)OCO2)=N\NC(=O)C(c1ccccc1)c1ccccc1,5,-13,-4,-2,-1.0,0,0,-1,0.4%
O=C(CCc1ccccc1)Nc1ccc2ccccc2n1,2,4,11,-5,0.1,-9,-6,1,2.9%
COc1ccc(Cc2nnc(SCC(=O)N(C)c3ccccc3)o2)cc1,2,0,2,1,-0.8,2,6,66*,0.2%
NC(=O)CC[C@@H]1NC(=O)[C@H](Cc2ccc(O)cc2)NC(=O)c2cc([N+](=O)[O-])cc(F)c2OCC[C@@H](C(N)=O)NC1=O,-1,2,.,-2,-0.3,5,3,2,2.9%
Cc1ccc2[nH]c3c(c2c1)CCCC3NC(=O)CCl (stereo not drawn),1,3,-8,7,0.6,5,9,-12,-2.8%
CC(NC(=O)Cc1ccccc1)c1cc2c(cc1Br)OCCCO2 (stereo not drawn),5,-12,5,-5,-4.9,12,-3,-1,1.7%

# Carrying on:
SMILES,D1 ag,D1 antagonist,RXFP1 antagonist,TRHR enhancer,D2 ag,D2 PAM,D1 potentiator,D2 antagonist,RXFP1 agonist
CCc1ccc(NC(=S)NNC(=O)c2ccccc2OC(F)F)cc1,5,-4,.,-4,-0.3,9,-4,-12,6.3%
Cc1ccc(C(=O)NNC(=O)CSc2nc(N)cc(N)n2)cc1,7,-1,2,-1,0.8,-6,-6,-6,2.0%
Cc1ccccc1NC(=O)c1c(F)c(F)c(F)c(F)c1F,1,-13,-16,2,-0.3,9,12,-13,-1.3%
CC1=C(C(=O)Nc2ccccc2C)C(c2ccc[nH]2)n2ncnc2N1 (stereo not drawn),2,7,7,8,-3.9,.,-1,.,-0.7%
CCCOc1ccc(C(=O)NNC(=S)NC(=O)c2ccccc2)cc1,197*,-11,2,2,45*,-18,22,-8,1.6%
O=C(CN1CCCCC1)NNC(=O)c1ccc([N+](=O)[O-])cc1,2,-18,0,0,-0.1,-3,-6,-5,-0.1%
N/C(Cc1nc(-c2ccc(Cl)cc2)cs1)=N/O,3,-3,5,-2,-0.4,9,3,0,1.0%
COC(=O)c1ccc(S(=O)(=O)N2CCc3ccccc32)cc1,5,-28,0,-1,-0.6,-6,-9,-2,1.6%
Cc1cc(C)c(NC(=O)c2ccccc2C(=O)c2ccccc2)c(C)c1,6,-7,9,-3,5.6,-4,-5,-6,1.8%
CN(C)C1=NCCN1CC1CCCCC1,3,-10,.,-6,-0.2,8,3,-1,-1.2%
COc1ccc(-c2cc(C(=O)N3CCN(Cc4ccccc4)CC3)no2)cc1OC,12,8,-8,3,-2.2,1,-5,-8,-0.4%
CCc1ccccc1N/N=C(/C)c1c(O)cc(C)oc1=O,4,30,-12,21,4.8,-4,-6,8,1.1%
N#Cc1nc(COc2ccccc2F)oc1NCCc1ccccc1,-2,-1,-3,6,-0.1,-9,-9,2,0.8%
Cc1ccc(Cn2c(=S)[nH]c3ccc(N4CCOCC4)cc3c2=O)o1,1,0,0,-2,.,.,-2,.,23%
CC1CCCCN1C(=O)COc1ccccc1F (stereo not drawn),0,-11,-10,-3,0.9,7,-4,6,-0.9%
Cc1ccc(S(=O)(=O)N2CCOCC2)cc1NC(=O)CSc1ccc(Cl)cc1,2,-6,-10,-10,-0.9,-1,-6,0,0.7%
COc1ccc(C)cc1NC(=O)CN1C(=O)c2ccccc2S1(=O)=O,0,7,.,3,-1.1,-4,.,9,0.3%
Cc1ccc(-c2nn3c(C)nnc3c3ccccc23)cc1S(=O)(=O)NCC(C)O (stereo not drawn),4,4,6,14,-0.1,0,1,.,?
O=C(NCc1cccc(Cl)c1)c1ccncc1,1,20,3,6,-0.5,13,-3,2,2.9%
O=C(O)c1ccc(F)c(S(=O)(=O)Nc2ccccc2)c1,2,-4,4,1,-1.9,-3,4,0,3.8%
S=C(NCCc1ccc(Cl)cc1)NCc1ccccc1,4,0,-2,-7,-0.8,5,-12,6,-1.7%
Cc1ccc(SCCSc2nc(N)cc(=O)[nH]2)cc1,13,3,2,-5,0.3,4,-8,2,0.3%
COc1ccc2cc(C(C)C(=O)N3CCC(C(N)=O)CC3)ccc2c1 (stereo not drawn),1,-5,-16,0,-2.2,32*,10,-16,-2.7%
O=C(COC(=O)CCC1CCCCC1)Nc1ccc(OC(F)F)cc1,2,7,6,-3,0.2,-1,-4,-4,-1.4%
Cc1cc(NC(=O)CSc2nc(-c3cccnc3)ccc2C#N)no1,1,3,4,-4,0.5,2,1,-6,17%

# More records
SMILES,D1 ag,D1 antagonist,RXFP1 antagonist,TRHR enhancer,D2 ag,D2 PAM,D1 potentiator,D2 antagonist,RXFP1 agonist
CCCN(C(=O)c1cn(CC(C)C)c(=O)c2cc(OC)c(OC)cc12)c1cccc(C)c1,-3,-1,.,4,0.2,6,1,.,0.8%
CCOC(=O)C1CCN(C(=O)c2cccs2)CC1,1,6,20,-2,0.0,-2,-1,17,6.1%
COc1ccc(CCNC(=O)c2coc3ccccc3c2=O)cc1OC,7,6,-3,5,.,.,-2,.,4.9%
CCCc1nc(SCC(=O)c2ccccc2)c2c(=O)n(C)c(=O)n(C)c2n1,-1,-17,-23,-3,4.4,8,9,-1,3.4%
Cc1ccc(NC(=S)c2nc3ccccc3[nH]2)c(C)c1,0,-4,-23,-5,0.7,-2,-6,-6,-0.4%
CCOC(=O)Cc1ccc(NC(=O)NC(C)c2c(-n3cccc3)sc(C)c2C)cc1 (stereo not drawn),3,-24,6,1,-0.1,1,-7,.,-1.7%
COc1ccccc1NC(=O)c1ccc(S(=O)(=O)N2CCC(C)CC2)cc1,2,-32*,-23,-11,-0.2,-7,-4,28,-1.2%
COc1ccccc1CC(=O)NNC(=O)c1ccc(C(C)(C)C)cc1,0,-1,-4,3,-1.2,5,0,0,3.4%
CCOc1ccccc1-c1noc(CSc2nnc(-c3ccccc3)n2-c2ccc(F)cc2)n1,11,-24,-26,-4,-1.2,10,-1,.,-2.3%
CC(=O)Nc1sc(C)c(C)c1C(=O)OC1CCOC1=O (stereo not drawn),1,5,0,3,0.7,6,-2,7,2.4%
Cc1cccc(-n2cnc(C(=O)N/N=C/c3ccccc3)c2)n1,0,8,-6,-6,0.8,-7,-4,-7,0.3%

# 6 records drawn at random from those above:
SMILES,D1 ag,D1 antagonist,RXFP1 antagonist,TRHR enhancer,D2 ag,D2 PAM,D1 potentiator,D2 antagonist,RXFP1 agonist
COC(=O)c1ccc(S(=O)(=O)N2CCc3ccccc32)cc1,5,-28,0,-1,-0.6,-6,-9,-2,1.6%
CC(C)CNC(=O)COCc1cc(-c2ccc3c(c2)OCO3)on1,3,-1,-7,1,-0.2,-3,-2,22,0.1%
COc1ccc2cc(C(C)C(=O)N3CCC(C(N)=O)CC3)ccc2c1 (stereo not drawn),1,-5,-16,0,-2.2,32*,10,-16,-2.7%
COc1ccc(-c2cc(C(=O)N3CCN(Cc4ccccc4)CC3)no2)cc1OC,12,8,-8,3,-2.2,1,-5,-8,-0.4%
CN(C)C1=NCCN1CC1CCCCC1,3,-10,.,-6,-0.2,8,3,-1,-1.2%
CCOC(=O)C1CCN(C(=O)c2cccs2)CC1,1,6,20,-2,0.0,-2,-1,17,6.1%
